# NALP1 inh = NALP1 inflammasome inhibitors in reconstituted yeast, colorimetric, S. cerevisiae, triplicate retest. S. cerevisiae NALP1/ASC/caspase-1 growth, X-gal OD620, 72 h. inhibition, % at 10 µM. 0.61% of 280,000 active; in the data active = inhibition mostly above about 24%, no sharp cut-off; inactive = mostly below about 32%; note: some compounds called inactive have numbers as strong as hits
# V1R ag counter = agonists of human V1a receptor, primary screen, counter-screen for OXTR agonist project, fluorescence, CHO-V1R cells. Fluo-8 calcium fluorescence, agonist mode; 0% DMSO, 100% 3 nM vasopressin. activation, % at 3 µM. 0.25% of 320,000 active. AID 2797, 2010;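 active = activation above the mean activation of all tested compounds plus 3 SD, per screening run, cut at about 20% in these data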;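 note: signal is peak over basal fluorescence ratio across a 100 second FLIPR read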
# Target sequence (P37288 whole entry, looked up): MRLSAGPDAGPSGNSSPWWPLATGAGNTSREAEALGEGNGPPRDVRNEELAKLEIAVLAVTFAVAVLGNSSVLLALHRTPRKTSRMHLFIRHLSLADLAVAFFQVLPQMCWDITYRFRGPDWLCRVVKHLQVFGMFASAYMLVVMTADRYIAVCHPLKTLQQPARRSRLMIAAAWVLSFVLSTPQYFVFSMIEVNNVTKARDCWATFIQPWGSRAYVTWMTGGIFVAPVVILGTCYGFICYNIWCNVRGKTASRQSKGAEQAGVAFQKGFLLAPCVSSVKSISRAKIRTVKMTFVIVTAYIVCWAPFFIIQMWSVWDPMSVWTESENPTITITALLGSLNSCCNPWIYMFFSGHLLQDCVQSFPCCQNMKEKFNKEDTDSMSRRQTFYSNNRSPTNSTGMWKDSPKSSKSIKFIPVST
# MEKK2 WT-MEK5 = modulators of MEK5 binding to wildtype MEKK2, primary screen, biochemical, multiplex bead flow cytometry, Alexa488-MEK5. binding response (% of control), % at 10 µM. 1.1% of 290,000 active. AID 1531, 2009. Alexa488-MEK5 binding to MEKK2 WT; actives lie on both sides; in the data active = binding response below about 67% or above about 130%
# MEKK2mut PB1 HTS = MEK5 binding signal on mutant MEKK2 PB1, primary screen, biochemical, multiplex bead flow cytometry, Alexa488-MEK5; Alexa488-MEK5 binding to MEKK2 mutant; percent response, % at 10 µM; 0.35% of 290,000 active; in the data active = percent response above about 24%, passing the limit was not always enough; note: inactives centre near 1; some results filed as inactive read as strong as hits
# GalR3 antag = GalR3 antagonists in HEK293 cells, primary screen, cell-based, fluorescence readout. Galanin receptor type 3 (Homo sapiens), O60755. HEK293 GalR3-CNG cAMP membrane potential fluorescence; galR3 body fused to GalR1 C-terminus. inhibition, % at 3 µM. 0.44% of 360,000 active;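 active = inhibition above the screen-wide average plus 3 SD, cut at about 13% in these data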;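 note: forskolin and galanin both at EC90 stimulate the cells; cAMP rise reported by CNG channel membrane potential dye signal; 0% = forskolin plus galanin with DMSO and 100% = forskolin alone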
# Target sequence (O60755 1-299 limits assumed): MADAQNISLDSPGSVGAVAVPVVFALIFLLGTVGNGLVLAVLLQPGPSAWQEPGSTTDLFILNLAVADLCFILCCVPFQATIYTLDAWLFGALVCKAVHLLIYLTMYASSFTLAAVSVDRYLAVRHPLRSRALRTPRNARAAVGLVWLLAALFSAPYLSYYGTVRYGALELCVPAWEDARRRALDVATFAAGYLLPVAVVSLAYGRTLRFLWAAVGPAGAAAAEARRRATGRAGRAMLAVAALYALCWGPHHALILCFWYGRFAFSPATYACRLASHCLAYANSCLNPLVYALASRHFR
# OXTR potentiator = human OXTR potentiators, primary screen, fluorescence, CHO-OTR cells, Fluo-8 calcium | Fluo-8 calcium fluorescence, potentiator mode; 0% = oxytocin EC15, 100% = EC100 | 0.061% of 320,000 active | activation, % at 3 µM;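 active = activation above that plate's cutoff, the mean activation of tested compounds plus 3 SD, cut at about 6.6% in these data, passing the limit was not always enough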;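 note: 100% uses oxytocin at 75 nM as the full agonist control; some results filed as inactive read as strong as hits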
#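 System: human OTR in CHO cells; Also added: sub-maximal oxytocin, roughly EC15; Timing: compound 6 min at room temperature before oxytocin, 100 s read; Technique: Fluo-8 intracellular calcium fluorescence, ex 470-495, em 515-575 nm; Controls: oxytocin EC15 low and EC100 high; Replication: singlicate.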
# OXTR agonist = human OXTR agonists, primary screen, fluorescence, CHO-OTR cells, Fluo-8 calcium | Oxytocin receptor (Homo sapiens), P30559 | Fluo-8 calcium fluorescence; normalized: DMSO 0%, oxytocin 100% | activation, % at 3 µM | 0.32% of 320,000 active;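 active = activation above the mean of all tested compounds plus 3 SD, cutoff set per screening run, cut at about 20% in these data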;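 note: peak over basal fluorescence ratio from a 100 s FLIPR kinetic read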
# M18AAP inhibitor = PfM18AAP inhibitors, malaria aminopeptidase, primary screen, biochemical, QFRET, recombinant enzyme; H-Glu-NHMec fluorogenic cleavage; AID 1822, 2009; inhibition, % at 7.35 µM; M18 aspartyl aminopeptidase (Plasmodium falciparum 3D7); 1.2% of 290,000 active;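 active = inhibition above the campaign mean inhibition over all tested compounds plus 3 SD, cut at about 28% in these data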;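 note: 0% = plate median of test compound wells and 100% = 2 mM ZnCl2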
# GPR7 antagonist = GPR7 receptor antagonists, primary screen, cell-based, fluorescence, single concentration; AID 1861, 2009; 1.1% of 290,000 active; GPR7-expressing cells, fluorescence antagonist assay; Neuropeptides B/W receptor type 1 (Homo sapiens), P48145; inhibition, % at 4.4 µM; in the data active = inhibition above about 16%, passing the limit was not always enough;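 note: cells stimulated with the agonist NPW; 0% = agonist with vehicle and 100% = vehicle without agonist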
# Target sequence (P48145 whole entry, looked up): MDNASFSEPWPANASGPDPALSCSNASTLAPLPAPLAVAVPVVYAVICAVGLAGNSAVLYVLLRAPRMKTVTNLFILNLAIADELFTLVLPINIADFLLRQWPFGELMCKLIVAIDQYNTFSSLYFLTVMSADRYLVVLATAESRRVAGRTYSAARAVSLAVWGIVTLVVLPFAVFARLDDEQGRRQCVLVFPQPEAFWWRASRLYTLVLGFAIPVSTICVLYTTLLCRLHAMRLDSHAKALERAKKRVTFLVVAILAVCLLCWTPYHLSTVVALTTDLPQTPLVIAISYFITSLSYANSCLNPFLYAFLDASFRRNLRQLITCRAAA
# An asterisk follows results filed as active; / = not tested or not shown.
SMILES,NALP1 inh,V1R ag counter,MEKK2 WT-MEK5,MEKK2mut PB1 HTS,GalR3 antag,OXTR potentiator,OXTR agonist,M18AAP inhibitor,GPR7 antagonist
COc1ccc(N(C(=O)CNC(=O)c2ccco2)C(C(=O)NC2CCCC2)c2ccncc2)cc1 (configuration not stated),-2,0.9,99,-1,-4,2,0.7,-4,1
O=C(Nc1cccc2nsnc12)c1ccc(-c2ccc(Br)cc2)o1,-17,0.3,/,/,2,-6,-0.7,1,-7
Cc1ccc(-n2c3c(c(O)c(-c4ccccc4)c2=O)C(=O)CC(C)(C)C3)cc1,14,0.6,99,-2,-10,6,-3.1,3,1
CN(CC(=O)Nc1ccc(S(N)(=O)=O)cc1)c1ccccc1,30,1.7,106,2,-4,-12,0.3,3,-5
Cn1c2c(c(=O)[nH]c1=O)C(c1cccc(O)c1)C1=C(N2)c2ccccc2C1=O (configuration not stated),8,/,99,3,-2,/,/,0,-6
Cc1cccc(-n2ncc3c2CCCC3NC(=O)Cc2c(C)noc2C)c1C (configuration not stated),6,6.3,97,0,0,-11,6.4,1,10
O=C(NCc1ccc2c(c1)OCO2)c1ccc(=O)[nH]c1,7,0.3,113,19,-5,1,0.2,-9,-7
COc1ccccc1N1C(=O)C2CC=CC(C)C2C1=O (configuration not stated),-23,0.0,101,5,-2,-2,-0.1,3,-3
CCCN(CC(=O)Nc1ccccc1C)C(=O)c1ccc2c(c1)S(=O)(=O)N=C1CCCCCN12,/,0.5,/,/,-5,-2,1.1,/,/
CCOc1cc2[nH]c(=O)n(CCCN3CCN(c4ccc(OC)cc4)CC3)c(=O)c2cc1OCC,-16,-0.8,113,11,-4,4,-2.0,2,-10
CCc1nnc(NC(=O)Nc2ccc(OC)cc2)s1,7,-0.6,104,3,-1,-12,-1.3,4,-7
CCOC(=O)c1c(NC(=O)c2ccccc2Cl)sc2c1CCc1ccccc1-2,9,-0.2,98,-3,-1,-3,0.4,-11,-14
COc1ccc(Nc2nc(-c3ccccc3)c(C(=O)Nc3cccnc3)s2)cc1,17,-1.6,98,-2,-5,3,-3.0,8,-21
COc1ccc(Cl)cc1NC(=O)CN(C)C(=O)CCC(=O)c1cc(C)sc1C,/,1.2,/,/,-3,-3,0.7,/,/
Cc1ccc2nc(Cl)c(C3CC(c4cccs4)=NN3C(=O)CCC(=O)O)cc2c1 (configuration not stated),14,-0.6,103,-1,-1,-5,-0.4,-3,0
O=C(CSc1nncs1)Nc1nnc(-c2ccccc2)o1,-10,-0.4,101,2,5,-7,0.5,14,13
CCNC(=O)Nc1ccccc1C(=O)OC,14,-0.8,101,0,-8,-2,-1.4,-5,2
Cc1cc(C)nc(-n2nc(C)cc2NC(=O)CNCc2ccccc2)n1,/,0.1,94,-6,1,-7,-1.5,-2,-10
CCN(C(=O)c1ccnc(C(C)(C)C)c1)c1ccccc1,13,0.3,105,-4,-7,-7,-1.2,7,-11
Cc1cc(-c2ccc3c(c2)COc2c4ccccc4nn2-3)on1,/,1.0,104,4,-2,-7,0.1,/,/
CC(=O)c1c(Cl)nc2ccc(Br)cc2c1-c1ccccc1,3,-0.3,105,3,4,-4,-2.3,7,-12
S=C(S)N1CCCC1,/,1.6,/,/,-1,1,0.3,/,/
COc1ccc(-c2cc(C(=O)OCC(=O)NC3CC3)c3ccccc3n2)cc1OC,/,0.6,/,/,-5,-11,3.4,/,/
COc1ccc2ccc(OCC(=O)N3c4ccccc4NC(=O)CC3C)cc2c1 (configuration not stated),/,-0.5,/,/,-1,-12,-0.7,/,/
CCCCOC(=O)n1c(=S)oc2cc(Cl)ccc21,3,4.5,111,10,-4,-10,1.6,0,18
CC(=O)c1cccc(N(CC(=O)NC2CCCCC2)C(=O)CCC(=O)Nc2nc(C)cs2)c1,-10,0.0,98,-1,-6,2,0.4,1,-11
CCOC(=O)/C=c1\s/c(=C\c2ccc3c(c2)OCCO3)c(=O)n1CC(=O)NCC1CCCO1 (configuration not stated),8,1.7,82,-3,-6,-9,-0.1,6,8
COc1ccc(-c2nc(CN3CCC(c4ccccc4)CC3)c(C)o2)cc1OC,13,-0.9,96,-8,0,-5,-1.0,3,-1
Cc1cc2c(cc1S(=O)(=O)CCC(=O)N(C)Cc1ccccc1)OCC(=O)N2,16,2.2,96,-6,/,0,0.2,0,3
Fc1ccc(/C=N/Nc2nnnn2-c2ccccc2)cc1,-5,-0.7,103,0,-5,-3,-1.3,11,2
O=C(O)c1ccc(NC(=O)c2cccc(NC(=O)c3cccs3)c2)cc1,36*,-0.4,101,0,/,-5,-0.7,-1,-15
Cc1c(C2N3CC4(C)CN2CC(C)(C3)C4=O)c2ccccc2n1C (configuration not stated),7,-0.8,92,-3,-2,8,1.1,-5,-5
COc1cc(C(=O)Nc2cc(C(F)(F)F)ccc2N2CCOCC2)ccc1OCC(=O)N1CCOCC1,/,-0.3,/,/,2,-4,-1.5,/,/
COc1ccc(C)cc1NCC(=O)Nc1ccc(C(C)(C)C)cc1,27,-0.7,103,11,0,-6,-1.4,0,-6
CNC(=O)OCc1cccc(COC(=O)NC)n1,-1,0.8,103,4,-4,-17,0.9,-2,-10
NC(=O)C1CCN(C(=O)c2ccc(CS(=O)(=O)c3c(Cl)cccc3Cl)o2)CC1,-11,1.0,117,7,0,5,1.2,4,7
O=C(NC(=S)Nc1ccc(C(F)(F)F)cc1)c1csnn1,17,0.0,99,-7,4,-10,1.0,0,-6
COc1cccc(NC(=O)CSc2nnc(-c3ccco3)c(-c3ccco3)n2)c1,1,1.1,90,-4,-3,-10,0.9,7,-1
CN(CCOc1ccccc1)C(=O)c1ccc(OC2CCN(C(=O)C3CC3)CC2)cc1,14,3.1,89,-6,-2,-3,3.0,4,-2
O=C1C2C3C=CC(C4CC34)C2C(=O)N1CCCCN1CCN(c2ccc(F)cc2)CC1 (configuration not stated),/,2.3,/,/,-5,-4,2.7,/,/

# Overlap with the part before: 3 entries, then new ones.
SMILES,NALP1 inh,V1R ag counter,MEKK2 WT-MEK5,MEKK2mut PB1 HTS,GalR3 antag,OXTR potentiator,OXTR agonist,M18AAP inhibitor,GPR7 antagonist
COc1cccc(NC(=O)CSc2nnc(-c3ccco3)c(-c3ccco3)n2)c1,1,1.1,90,-4,-3,-10,0.9,7,-1
CN(CCOc1ccccc1)C(=O)c1ccc(OC2CCN(C(=O)C3CC3)CC2)cc1,14,3.1,89,-6,-2,-3,3.0,4,-2
O=C1C2C3C=CC(C4CC34)C2C(=O)N1CCCCN1CCN(c2ccc(F)cc2)CC1 (configuration not stated),/,2.3,/,/,-5,-4,2.7,/,/
CCOc1ccc(C2=NNC(c3cccs3)=Nc3ccc(OCC)cc32)cc1,-9,0.0,/,/,/,-4,-1.6,-6,3
C[C@H](CO)N1C[C@H](C)[C@@H](CN(C)C(=O)NC2CCCCC2)Oc2c(NC(=O)c3ccncc3)cccc2C1=O,/,1.4,/,/,-4,0,1.2,/,/
COC(=O)COc1ccccc1/C=C1/NC(=O)NC1=O,13,0.2,108,2,-1,2,-0.9,-6,-1
CCCOP(=O)(c1ccc(N(C)C)cc1)C(Nc1ccccc1)c1ccc(C)cc1 (configuration not stated),2,0.9,102,5,-2,-18,-1.6,-2,-11
CCOC(=O)N1CCC(N2CCN(S(=O)(=O)c3ccc4ccccc4c3)CC2)CC1,3,7.5,106,4,-2,-12,9.5,-10,3
O=S(=O)(NCc1ccc2c(c1)OCO2)c1ccccc1F,23,1.0,105,-1,-9,-12,0.2,0,12
CCC(C)c1ccccc1NC(=O)CN(C)CC(=O)Nc1ccccc1SC (configuration not stated),15,-0.1,107,5,-10,-18,-1.5,2,31*
CN(C)C(CNC(=O)c1ccc([N+](=O)[O-])cc1Cl)c1ccco1 (configuration not stated),18,0.8,103,1,-2,-1,0.8,11,-7
COc1cc(OC)cc(-c2nnc(SCC(=O)N(C(C)C)C(C)C)o2)c1,1,-1.7,/,/,-2,3,-2.0,-6,-5
Cc1ccc(NC(=O)N2CCCC2c2cccs2)cc1 (configuration not stated),-8,0.3,99,-44,-7,-2,-0.4,-12,0
O=C(NCc1ccc(F)cc1)c1ccc(N2CCc3ccccc32)c([N+](=O)[O-])c1,28,3.2,118,1,-5,-12,1.1,-2,-2
NS(=O)(=O)c1ccc(CNC(=O)c2ccc(Cl)c(S(=O)(=O)NCc3ccccc3)c2)cc1,/,0.2,/,/,-3,0,0.3,/,/
COC(=O)C1=C(C(=O)OC)SC(=C2C(=S)C(C)(C)N(C(=O)C(C)C)c3ccccc32)S1,13,-0.4,93,-1,1,-2,-1.1,-30,7
COc1cc(CNC2CCCC2)c(Br)cc1OCc1ccccc1,22,3.8,114,5,-8,-14,6.5,-10,-1
CCOC(=O)C(NC(=O)c1ccccc1)(N1CCCC1=O)C(F)(F)F (configuration not stated),-17,0.2,104,9,1,-12,-0.3,2,-9
Cc1ccc(NC(=O)COC(=O)CSC(=S)N2CCOCC2)cc1C,-3,1.1,104,0,-3,-10,1.1,5,-10
COc1ccc2cc(CCNC(=O)C3CCCC3)c(=O)[nH]c2c1,/,-0.4,104,12,3,-3,-0.6,6,-7
Cc1c(CCC(=O)NCCCn2ccnc2)c(=O)oc2cc3occ(C(C)(C)C)c3cc12,0,4.0,132,21,4,-4,1.7,1,-10
O=C(/C=C/c1ccc2c(c1)OCO2)Nc1nc(-c2ccc(F)cc2)cs1,7,1.8,103,-1,/,-8,-1.3,-9,-2
CCOC(=O)c1ccc(NC2c3ccccc3C(=O)N2c2cccnc2)cc1 (configuration not stated),24,-0.2,109,9,/,-2,0.2,6,-5
CCS(=O)(=O)N1CCCC(C(=O)NCc2ccc(C)cc2)C1 (configuration not stated),-7,-0.9,99,4,-4,-8,-0.2,7,-18
COc1ccc2oc3cc(C)[n+]([O-])c(-c4ccc(Br)cc4)c3c2c1,28,1.1,96,21,6,-5,-0.6,17,-8
Cc1ccc(-c2nc(CS(=O)CC(=O)NCCN3CCCC3)c(C)o2)cc1 (configuration not stated),-4,0.3,109,7,/,-1,-0.9,-8,-14
Cc1ccc(NC(=O)CSCC(=O)Nc2cccc(S(=O)(=O)N3CCCCCC3)c2)cc1,/,0.5,/,/,1,-2,-0.2,/,/
Cn1c(=O)c(=O)n(C)c2cc(S(=O)(=O)N3CCCC3C(=O)NCc3ccco3)ccc21 (configuration not stated),/,1.0,109,7,1,3,-0.2,0,-13
O=C(COC(=O)c1ccc(O)cc1)Nc1ccc(S(=O)(=O)N2CCCC2)cc1,/,1.8,/,/,-2,-7,4.2,/,/
CC(=O)NC1=NN(C(C)=O)C(c2sccc2C)S1 (configuration not stated),0,1.3,103,3,-5,-7,0.8,-8,0
O=C(Nc1c(F)cc(F)cc1Br)C1CCCO1 (configuration not stated),12,-0.6,110,6,0,-7,-0.1,2,-6

# Screening results: PubChem, several laboratories
